Screens: PubChem BioAssay, National Center for Advancing Translational Sciences (NCATS)
GAA glycogen = qHTS Assay for Inhibitors and Activators of Human alpha-Glucosidase Cleavage of Glycogen. recombinant GAA, glycogen substrate, Amplex Red glucose oxidase fluorescence. 0.38% of 300,000 active. Potency, µM (titrated, usually from 76.4 µM), for inactives: at the highest dose activity change, negative = inhibition, most hits filed as inhibitors;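 note: 0% = full enzyme reaction and -100% = no-enzyme basal signal; the screen sought inhibitors and activators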
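Recombinant human alpha-glucosidase (4 nM final) hydrolysed bovine liver glycogen (30 ug) for 40 min at 37 C in pH 5.0 citrate/phosphate with 0.01% Tween-20. Released glucose detected by glucose oxidase/Amplex Red, Ex 573/Em 610 nm. Compounds up to 77 uM; AC50 from Hill fits.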
RGS12 GoLoco inh = qHTS Assay for Inhibitors of RGS12 GoLoco Motif Activity (Red Fluorophore) | Guanine nucleotide-binding protein G(i) subunit alpha-1 (Homo sapiens), P63096 | Gai1:RGS12 GoLoco peptide FP, rhodamine, 10 min | Potency, µM (titrated, usually from 61.6 µM), inactives show at the highest dose activity, negative = inhibition, usual class: inhibitors | 0.44% of 230,000 active; active = well fitted inhibition curve with a large enough effect, not every such curve was filed as active; inactive = no such curve, though single readings can be large or run the other way; note: % is set by controls: 0 for no effect and ±100 for the full control effect; nearly all actives have a fitted effect of over 30% in size; many of its hits are not listed in these tables
Target sequence (P63096 whole entry, looked up): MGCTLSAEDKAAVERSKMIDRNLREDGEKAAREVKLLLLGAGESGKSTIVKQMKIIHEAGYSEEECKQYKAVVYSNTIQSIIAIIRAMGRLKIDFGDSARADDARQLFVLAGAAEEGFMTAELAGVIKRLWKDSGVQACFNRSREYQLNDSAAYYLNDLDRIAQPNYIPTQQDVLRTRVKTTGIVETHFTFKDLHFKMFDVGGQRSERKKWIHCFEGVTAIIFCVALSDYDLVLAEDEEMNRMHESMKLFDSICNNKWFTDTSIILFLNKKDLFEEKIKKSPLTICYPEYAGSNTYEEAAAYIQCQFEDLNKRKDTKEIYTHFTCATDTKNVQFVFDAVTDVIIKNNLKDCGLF
HTT aggregate = qHTS Multiplex Assay to Identify Dual Action Probes in a Cell Model of Huntington: Aggregate Formation (GFP). PC12 HttQ103-GFP aggregates, Acumen cytometry, 40 h. 1.1% of 220,000 active. Potency, µM (top dose mostly 46.1 µM), inactives show at the top dose activity change, negative = inhibition, hits mostly inhibitors; note: % is set by controls: 0 for no effect and ±100 for the full control effect; nearly all actives have a fitted effect of over 60% in size
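PC12 cells stably carrying ecdysone-inducible HTT exon 1 Q103–GFP were induced with tebufenozide (100 nM final) and treated with library compounds in titration. GFP aggregates in lysates were counted by laser scanning cytometry.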
GAA inhib = qHTS Assay for Inhibitors of Human alpha-Glucosidase as a Potential Chaperone Treatment of Pompe Disease | Lysosomal alpha-glucosidase (Homo sapiens), P10253 | Potency, µM (top dose mostly 76.9 µM), for inactives: top-dose activity change, negative = inhibition, usual class: inhibitors | AID 1466, 2008 | purified human GAA, 4-MU-alpha-glucoside fluorescence | 0.005% of 200,000 active;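 note: plate controls were uninhibited enzyme wells for no effect and no-enzyme background for full effect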
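Enzyme (4 nM final) mixed with compound (up to 77 uM), then 4-MU-alpha-D-pyranoside (400 uM final) added; 20 min at room temperature, pH 5.0. Reaction stopped at pH 10, fluorescence read, AC50 derived by Hill fit.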
IMPase Li cell = qHTS Assay for Identifying the Cell-Membrane Permeable IMPase Inhibitors: Potentiation with Lithium; 0.35% of 210,000 active; CHO-M1 cells, IP1 TR-FRET (IP-One), carbachol + lithium; Potency, µM (series often up to 59.4 µM), for inactives: top-dose activity, negative = IMPase inhibition, hits mostly inhibitors;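 note: IP1 builds up when IMPase is blocked and the TR-FRET signal falls; plate controls were basal vehicle for no effect and high inhibitor control for full effect; nearly all actives have a fitted effect of over 50% in size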
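Test compounds were applied to CHO-M1 cells previously cultured for 16–30 h at 2000 per well. A small lithium amount accompanied them; after 30 min at 37C, IP1 was quantified by TR-FRET.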
GAA spleen mod = qHTS Assay for Inhibitors and Activators of Human alpha-Glucosidase From Spleen Homogenate. Potency, µM (top dose mostly 79.9 µM), for the others: at the top dose activity change, negative = inhibition, usual class: inhibitors. AID 2112, 2009. human spleen homogenate, 4-MU-alpha-glucoside fluorescence. 0.006% of 240,000 active. Lysosomal alpha-glucosidase (Homo sapiens), P10253;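 note: 0% = enzyme with vehicle and -100% = no enzyme basal signal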
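AC50 values come from Hill-equation fits of concentration-response data, normalized to no-enzyme and full-activity controls. Enzyme source: 1 ug human spleen homogenate; 1 mM fluorogenic 4-MU glucoside, pH 5.0 citrate buffer, 37 C, 40 min.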
HTT ATP protect = qHTS Multiplex Assay to Identify Dual Action Probes in a Cell Model of Huntington: Cytoprotection (ATP); AID 1471, 2008; 0.14% of 230,000 active; Potency, µM (doses to about 56.4 µM), inactives show cytoprotection (ATP increase), most hits filed as activators; PC12 HTT-Q103 induced, cytoprotection, ATP luminescence, 40 h;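 note: % of control where 0% means no effect; nearly all actives have a fitted effect of over 45% in size; toxic huntingtin expression switched on by the ecdysone agonist tebufenozide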
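Cells were plated at 1500 per well in phenol red-free DMEM with 5% equine and 5% calf serum. Tebufenozide (100 nM final) and compounds were added, then ATPlite reagent, and luminescence was read.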
* hit, by the source's call; ? = inconclusive; · = not tested or not shown; [ ] = remark or other dose. Unless noted, calls come from the whole dose curve; as a rule, active = well fitted curve in the direction sought with a large enough effect; inconclusive = small, poorly fitted or top-dose-only effect, or another doubt; inactive = no such curve, though single readings can be large; an effect the other way counts as inactive or inconclusive. Potency is the fitted concentration of half-maximal effect. A portion of the library; count on the stated rates, not on these rows.

SMILES | GAA glycogen | RGS12 GoLoco inh | HTT aggregate | GAA inhib | IMPase Li cell | GAA spleen mod | HTT ATP protect
CC1Cc2ccccc2N1C(=O)CN1C(=O)CN(C)C(=O)c2ccccc21 (centres undefined) | 8% | 11% | 4%[9.22 µM] | -3% | 4%[38.3 µM] | -2% | 21%
CCNc1ncc2nc(-c3cn(C)c4ccccc34)c(=O)n(C)c2n1 | · | 8% | · | · | 13% | -9% | -1%
COc1cccc(C2C3=C(CC(C)(C)CC3=O)Nc3cc4c(cc32)OCO4)c1 (centres undefined) | -3% | -3% | -17% | -7% | -7%[38.3 µM] | -6% | -36%
N#Cc1c(NC(=O)CN2CCOCC2)oc(-c2ccccc2)c1-c1ccccc1 | -5% | -10% | -23% | -10% | 0%[38.3 µM] | ? | -9%
COc1ccc(CCC(C)Nc2cccc(F)c2)cc1 (centres undefined) | -1% | -4% | -2% | 0% | 18%[38.3 µM] | 9% | -4%
N#Cc1c2c(c(Nc3ccccc3)n3c1nc1ccccc13)CCC2 | -4% | 7% | 25% | 1% | 17%[38.3 µM] | 1% | 11%[10 µM]
COc1ccccc1CNC(=O)CN(CCc1ccccc1)S(C)(=O)=O | 10% | 4% | 12% | -3% | 3% | -5% | -8%
COc1ccc(N2CCN(C(=O)CSc3nc4[nH]ncc4c(=O)n3-c3ccc(Br)cc3)CC2)cc1 | 4% | -14% | -20% | -9% | 2% | -6% | ?
CCOc1ccc(C)cc1S(=O)(=O)n1ccnc1 | 1% | -12% | 17% | -5% | 16%[38.3 µM] | -6% | -16%[1.9 µM]
O=C1CC(N2CCN(Cc3ccc4c(c3)OCO4)CC2)C(=O)N1CCc1ccccc1 (centres undefined) | 4% | 11% | ? | -12% | 30%[38.3 µM] | 4% | 1%
Nc1ncnc(NCc2ccc(F)cc2)c1[N+](=O)[O-] | 16% | 11% | ? | 6% | 4% | 0% | -14%[10 µM]
CCC(=O)Nc1ccc(C(=O)CSc2nc3ccccc3[nH]2)cc1 | -4% | 11% | -6% | 10% | -4% | 1% | -8%[10 µM]
c1ccc(Cn2ncc3c(N4CCOCC4)ncnc32)cc1 | -3% | -4% | -16% | ? | 0% | 3% | 16%[10 µM]
O=C(c1ccc2c(c1)OCCO2)C1CCN(S(=O)(=O)c2ccc(F)cc2)CC1 | -12% | 7% | -27% | -2% | 17%[38.3 µM] | -5% | -16%
c1cncc(-c2nn3c(Cn4cnc5ccccc54)nnc3s2)c1 | 5% | 0% | -17% | -3% | 6%[38.3 µM] | 5% | 19%[10 µM]
Cc1ccc(C)c(NC(=O)C2(C)CC3c4ccccc4C2c2ccccc23)c1 (centres undefined) | 6% | -6% | 4% | -3% | 8%[38.3 µM] | -12% | -38%[inhibitor]
O=C1/C(=C/c2ccccc2)Nc2ccccc21 | -25% | 50%[activator] | ? | 5% | 22%[38.3 µM] | 0% | -85%[inhibitor]
CCOc1ccc(C(=O)N/N=C/c2ccc(-c3ccc(S(=O)(=O)Nc4ncccn4)cc3)o2)cc1 | 1% | 30%[activator] | 19% | 14% | 27%[38.3 µM] | -12% | -3%
O=C(Nc1ccc(Cl)c([N+](=O)[O-])c1)c1cnccn1 | 0% | 13% | 12% | 5% | 2% | -7% | ·
Cc1cc2cc(CNC(=O)c3ccc(Br)o3)ccc2[nH]1 | 8% | 1% | 13%[9.22 µM] | · | · | 2% | 22%[10 µM]
CS(=O)(=O)N(CC(=O)N1CCCC1)c1ccc(OCc2ccccc2)cc1 | 7% | 5% | -11% | -8% | 9%[38.3 µM] | 4% | 34%
C/C(=N\NC(=O)Cn1ccc(C(F)(F)F)n1)c1ccco1 | -9% | 9% | 22% | -3% | 0% | 0% | -23%
CCc1nnc(NC(=O)CSc2nnc3ncccn23)s1 | 5% | 1% | 14% | 6% | 30%[activator][38.3 µM] | -7% | 6%[10 µM]
COc1ccc(CNCC(O)COc2ccc(C)cc2[N+](=O)[O-])cc1 (centres undefined) | 2% | 0% | -14%[9.22 µM] | · | · | -4% | -12%[10 µM]
Cc1cc(C)c(NC(=O)c2ccccc2N(C)S(C)(=O)=O)c(C)c1 | 3% | 6% | 13% | -7% | 2%[38.3 µM] | -1% | -15%

Reprinted at random: two records from the list
SMILES | GAA glycogen | RGS12 GoLoco inh | HTT aggregate | GAA inhib | IMPase Li cell | GAA spleen mod | HTT ATP protect
COc1ccc(CCC(C)Nc2cccc(F)c2)cc1 (centres undefined) | -1% | -4% | -2% | 0% | 18%[38.3 µM] | 9% | -4%
N#Cc1c(NC(=O)CN2CCOCC2)oc(-c2ccccc2)c1-c1ccccc1 | -5% | -10% | -23% | -10% | 0%[38.3 µM] | ? | -9%

As a short view, three of the compounds above:
SMILES | GAA glycogen | RGS12 GoLoco inh | HTT aggregate | GAA inhib | IMPase Li cell | GAA spleen mod | HTT ATP protect
C/C(=N\NC(=O)Cn1ccc(C(F)(F)F)n1)c1ccco1 | -9% | 9% | 22% | -3% | 0% | 0% | -23%
CCc1nnc(NC(=O)CSc2nnc3ncccn23)s1 | 5% | 1% | 14% | 6% | 30%[activator][38.3 µM] | -7% | 6%[10 µM]
COc1ccc(CNCC(O)COc2ccc(C)cc2[N+](=O)[O-])cc1 (centres undefined) | 2% | 0% | -14%[9.22 µM] | · | · | -4% | -12%[10 µM]

More entries.
SMILES | GAA glycogen | RGS12 GoLoco inh | HTT aggregate | GAA inhib | IMPase Li cell | GAA spleen mod | HTT ATP protect
Cn1nc(C(F)(F)F)c2cc(C(=O)Nc3ccc(F)c(Cl)c3)sc21 | -13% | 0% | -3%[9.22 µM] | · | · | 0% | -13%[10 µM]
CCOC(=O)c1c(C)[nH]c(C)c1C(=O)COC(=O)c1cccc(C)c1O | -4% | 9% | 11% | ? | 8% | 0% | 15%[10 µM]
Cc1cc(SCC2=NNC(=O)C2)c(Cl)cc1Cl | ? | 4% | 0%[9.22 µM] | 3% | · | 3% | 11%[10 µM]
CCOC(=O)c1sc(NC(C)=O)nc1C | -3% | 4% | -27% | -3% | 18%[38.3 µM] | -3% | -7%
CC[C@@H]1C(c2ccccc2)=NN(c2ccccc2)[C@H]1C(=O)N1CCOC1=O | · | 20%[88.7 µM] | · | · | 0% | 4%[119 µM] | ·
Cn1cc(C(=O)CCl)c2ccccc21 | -1% | 13% | -11%[9.22 µM] | 13% | 0% | -4% | -2%[10 µM]
NC(=S)N/N=C\c1c[nH]c2ccccc12 | · | 7%[14.2 µM] | · | · | 1% | · | -11%[10 µM]
O=C(c1ccccc1)c1ccc(O)cc1O | -1% | 79%[activator] | -25% | ? | -9% | 10% | 10%
CCC(c1nc2ccccc2c(=O)n1-c1nc2ccccc2s1)N1C(=O)c2ccccc2C1=O (centres undefined) | -2% | 3% | -1% | 1% | -2% | 4% | -1%[10 µM]
O=C(O)c1cc2c([nH]c1=O)CCCC2 | 4% | 3% | -18% | -8% | ? | 2% | 6%
CC(C)CCNC(=O)CNC(=O)c1cccs1 | 7% | -2% | 11% | -2% | -14%[38.3 µM] | -7% | -2%
CCCCC1=C(C(=O)OCC)C(C(=O)OCC)Oc2ccccc21 (centres undefined) | · | 4%[88.7 µM] | · | · | 10% | 0%[119 µM] | ?
CCNc1ncc2ncc(=O)n(Cc3cccs3)c2n1 | · | 6% | · | · | 2% | 3% | -21%
COc1cc(C(=O)N/N=C(\C)Cn2nc([N+](=O)[O-])cc2C)ccc1O | -3% | -5% | -8% | -2% | -11% | 1% | ·
O=C(C[n+]1cc(-c2ccc(Cl)cc2)n2c1CCC2)Nc1nc(-c2ccc(F)cc2)cs1 | 5% | 11% | -6%[9.22 µM] | · | · | -6% | -20%[10 µM]
CC(=O)Oc1ccc(-c2ccc(C(=O)Nc3cccc(S(=O)(=O)N4CCOCC4)c3)cc2)cc1 | -1% | 0% | ? | -4% | 13% | 1% | -9%
Cc1oc(-c2ccc(Cl)cc2)nc1CN1CCCC(C(=O)NCc2ccco2)C1 (centres undefined) | -16% | 7% | -29% | -3% | -19%[38.3 µM] | 2% | -43%[inhibitor]
CCCNS(=O)(=O)c1ccc(OCC(=O)OC)cc1 | 2% | 4% | 5% | 3% | 12%[38.3 µM] | 2% | 5%
COc1ccc(-c2cc(C(=O)Nc3ccc(Cl)cc3Cl)c3ccccc3n2)cc1OC | 1% | 5% | 1% | ? | 5% | 2% | -7%[10 µM]
CCOC(=O)c1ccc(NC(=O)C(=O)NCC2(c3ccc(OC)cc3)CCOCC2)cc1 | 1% | 0% | 3%[9.22 µM] | · | · | 1% | 11%[10 µM]
O=C(CCNS(=O)(=O)c1ccc(Br)s1)Nc1ccc(Cl)cc1 | 4% | 3% | ? | -13% | 20%[38.3 µM] | -5% | -23%
Oc1ccccc1Oc1ncc(Br)c(N2CCOCC2)n1 | -5% | -11% | -1% | -2% | 14%[38.3 µM] | 0% | -7%
CC(c1ccccc1F)n1cc(C(=O)NCCCn2ccnc2)nn1 (centres undefined) | 8% | -6% | -24% | 0% | 1% | -5% | -7%[10 µM]
Cc1cccc(NC(=S)NCC23C=CC(O2)C2C(=O)N(c4ccc(Cl)cc4)C(=O)C23)c1 (centres undefined) | -5% | -5% | 21% | 2% | 7% | -14% | 25%[10 µM]
Cc1ccc(NCN2C(=O)C3C4CCC(C4)C3C2=O)cc1 (centres undefined) | 4% | -2% | 8% | 2% | 15%[38.3 µM] | -1% | -7%
Cc1c(NC(=O)CSc2ccccn2)c(=O)n(-c2ccccc2)n1C | 6% | 6% | 7% | -12% | 11%[38.3 µM] | 1% | -8%
CCOC(=O)NCC(C#CCN(CC)CC)N(CC)CC (centres undefined) | -4% | 4% | 11% | ? | -5% | -1% | 3%[10 µM]
CCOC(=O)C1CCCN(C(=O)Cn2cccc2C(=O)c2ccccc2)C1 (centres undefined) | -2% | 7% | -20% | 2% | -15%[38.3 µM] | -6% | -19%
CC1=C(C(=O)OCC2CCCO2)C(c2ccsc2)C2=C(CCCC2=O)N1 (centres undefined) | 0% | -1% | -8% | 6% | 4% | -7% | -28%
COC(=O)/C(C#N)=C/c1c(Oc2cccc(C)c2C)nc2ccccn2c1=O | 6% | 11% | -22%[9.22 µM] | · | · | 5% | -10%[10 µM]
